# High-throughput results from PubChem BioAssay.
# sdo1 growth: sdo1-depleted yeast growth rescue | z-score at 10 µM | S. cerevisiae sdo1-depleted JHY4D growth rescue, OD600 30 h; active compounds read high; pdr5 snq2 efflux-pump mutant strain | actives 0.21% (n = 140,000) | AID 817;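 active = z-score above 3 at both the 24 hr and the 30 hr optical density reads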;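 also: z-score against mean and SD of all compound wells on the same plate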
# Insulin prom inh: TRM-6 insulin promoter activity inhibition; TRM-6 cells (human fetal islet line), insulin promoter-eGFP reporter, imaging; reporter expression induced with tamoxifen; inhibition, % at 2 µM; actives 0.9% (n = 130,000);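 active = inhibition above the mean plus 3 SD, with well images judged a real hit on visual review, cut at about 60% in these data, passing the limit was not always enough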
# sdo1 growth Rescue 24 h: also measured in sdo1 growth; calls as there; z-score; S. cerevisiae sdo1-depleted JHY4D growth rescue, OD600; measured here: growth rescue at 24 h;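 0 is the plate mean of compound wells and units are plate SD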
# An asterisk follows results filed as active; x = no result given; & = joins results of further samples; [ ] = dose if it differs, or a comment.
# The opening 2 compounds, ahead of the listing:
sdo1 growth,sdo1 growth Rescue 24 h,Insulin prom inh,Structure
0.71,0.46,-45,COc1ccccc1N(CC(=O)Nc1ccccc1C(=O)NC(C)C)S(C)(=O)=O
-0.39,-0.67,27,Cc1c(OCC(F)(F)F)ccnc1CSc1nc2ccccc2[nH]1

# Results, previewed entries included:
sdo1 growth,sdo1 growth Rescue 24 h,Insulin prom inh,Structure
0.71,0.46,-45,COc1ccccc1N(CC(=O)Nc1ccccc1C(=O)NC(C)C)S(C)(=O)=O
-0.39,-0.67,27,Cc1c(OCC(F)(F)F)ccnc1CSc1nc2ccccc2[nH]1
0.09,0.18,13,O=C(Cn1cnc2ccccc21)Nc1ccc(C(=O)O)cc1
0.15,2.3,0,COc1cc2ccccc2cc1C(=O)NC(=S)Nc1nnn(C)n1
-0.78,-0.27,x,O=C1NC(=Nc2cccc(Cl)c2)SC1Cc1cccc(Cl)c1Cl (configuration not stated)
-0.42,-0.58,x,Cc1ccc(S(=O)(=O)N(CC(=O)Nc2ccc(Cl)c([N+](=O)[O-])c2)C2CCCCC2)cc1
-0.68,-0.6,-37,COc1ccc(-c2oc(/N=C/N3CCCC3)c(C#N)c2-c2ccc(OC)cc2)cc1
1.8,1.6,22,C/C(Cl)=C/CSc1nnc2n(N)c(=O)c3ccccc3n12
-0.15,0.4,-21,Cc1ccc(SCCNC(=O)c2ccc(C)c(S(=O)(=O)Nc3cccc(C)c3)c2)cc1
x,x,0,Cc1cccc(NC(=O)Cn2cc([N+](=O)[O-])cn2)n1
x,x,-54,NC(N)=N/N=C/c1ccc(Br)cc1
1.7,2.1,x,Cc1cc(C)cc(OCC(=O)NNC(=O)CN2C(=O)c3ccccc3C2=O)c1
-2.3,-1.5,-212,Cc1ccccc1NC(=O)c1nc[nH]c1C(=O)NCc1ccccc1
-0.53,-0.62,x,Cc1ccc(C(=O)Nc2ncc3c(n2)CC(c2ccco2)CC3=O)cc1 (configuration not stated)
-0.29,-0.17,14,COc1ccc(NC(=O)c2ccc(C)cc2Cl)c([N+](=O)[O-])c1
0.59,0.09,-11,Cc1ccc(CC(=O)N2CCOCC2)cc1
1.1,2.7,-2,CCc1cc2cc3c(cc2nc1SCC(=O)Nc1nccs1)OCO3
x,x,-375,COc1cccc(CN(C)CC(=O)NCc2ccccc2Cl)c1OC
0.49,1.2,-30,CCN(CC)c1ccc(N=Cc2ccc([N+](=O)[O-])o2)cc1
-0.17,-0.07,17,O=C(Nc1ccccc1)c1ccc(N2CCN(c3ccccn3)CC2)c(S(=O)(=O)N2CCOCC2)c1
0.39[6 µM],-0.33,67,COc1ccc(Nc2cc(C(=O)NCCCN3CCN(C)CC3)c3ccccc3n2)cc1OC
1.2,0.03,-327,CN(C)CCCOC(=O)c1ccccc1
x,x,-335,CCOC(=O)/C=c1\s/c(=C\c2ccc3cc(OC)ccc3c2)c(=O)n1CC(=O)NCc1ccc2c(c1)OCO2
-0.21,-0.29,-28,CCOC(=O)CN(C(=O)CSc1nnc2c(n1)[nH]c1c(C)cc(C)cc12)c1ccccc1
0.82,-0.5,-42,COc1ccc(NC(=O)c2ccco2)cc1NC(=O)c1cccnc1
0.62,0.85,36,N#Cc1cc2c(=O)n3ccccc3nc2n(CCCn2ccnc2)c1=N
0.17,0.12,-94,O=C1C2CCC(C(O)C2)N1Cc1ccccc1 (configuration not stated)
-0.75,-0.44,-5,CC(C)NC(=O)NC(=O)COc1ccc(Br)cc1Br
0.37,-0.57,7,O=C(N/N=C/c1cc([N+](=O)[O-])cc([N+](=O)[O-])c1O)/C(=C\c1cccs1)NC(=O)c1ccccc1
x,x,-24,COC(=O)c1ccc(OCCN2CCCCCC2)cc1

# Of the compounds above, these contain two or more sulfur atoms:
sdo1 growth,sdo1 growth Rescue 24 h,Insulin prom inh,Structure
-0.15,0.4,-21,Cc1ccc(SCCNC(=O)c2ccc(C)c(S(=O)(=O)Nc3cccc(C)c3)c2)cc1
1.1,2.7,-2,CCc1cc2cc3c(cc2nc1SCC(=O)Nc1nccs1)OCO3

# Next compounds
sdo1 growth,sdo1 growth Rescue 24 h,Insulin prom inh,Structure
x,x,-6,O=C(Cn1cc(C(=O)C(F)(F)F)c2ccccc21)NCc1ccco1
-0.55,-1.1,100*,Cc1c(Cl)c(C(F)(F)F)nn1CC(=O)N1CCSCC1
0.51,-0.47,x,Cc1c(C(=O)OC(C)CCN(C)C)oc2ccccc12 (configuration not stated)
-2.1,-1.4,8,CCOC(=O)C1=C(Cc2ccc(C)cc2)C(=O)c2ccccc2C1=O
0.65,0.65,32,O=C(NC(=S)Nc1ccc2c(c1)OCO2)c1ccc(Cl)cc1
2,2.1,23,COc1ccc(Br)cc1CNC(C)c1ccccc1 (configuration not stated)
-0.43,-1.3,x,O=C(c1ccccc1)N1CCN(C(=O)c2ccccc2)CC1
0.24,0.64,3,Cc1ccc(S(=O)(=O)N2CCC(C(=O)Nc3nnc(-c4ccc(F)cc4)s3)CC2)cc1
x,x,0,COc1cc(OC)cc(C(=O)N[C@H](C(=O)Nc2ccc3c(c2)OCO3)C(C)C)c1
-0.51,-0.51,-19,S=c1nc(C2CC2)[nH]c2ccccc12
-0.32,-1.2,x,CCCC(=O)NCCc1nc2ccccc2n1CCC
-0.02,-0.36,-3,C(#Cc1ccccc1)CN1CCN(c2ccccn2)CC1
0.82,0.93,54,Cc1nc(NCC2CCCO2)c2nnn(Cc3ccccc3)c2n1 (configuration not stated)
x,x,0,CN(C(=O)c1ccccn1)c1nnc(-c2ccncc2)s1
-0.04,0.37,39,CC1CCC(NC(=O)COc2ccccc2C(N)=O)CC1 (configuration not stated)
-2,-1.1,x,COc1ccc(Br)cc1C(=O)Nc1ccc(Cc2ccncc2)cc1
x,x,-11,Cn1c(=O)n(Cc2ccccc2Br)c2ccccc21
0.4,1.1,4,CC1CCCN(C(=O)Cn2cnc3c2c(=O)n(C)c(=O)n3C)C1 (configuration not stated)
-1.5&-0.7,-0.92&-0.18,35,COc1ccc(C2=C(CN(C)C)C(c3ccccc3)c3ccccc3O2)cc1 (configuration not stated)
0.25,0.97,0,C(=C\c1ccccc1)/C=N/Nc1nncc(-c2ccccc2)n1
1.4,2.5,x,CCCC(=O)Nc1ccccc1N1CCN(C(=O)c2ccccc2)CC1
0.14,-0.45,83*,CCCCNC(=O)CCc1nc2cccnc2n1Cc1ccc(OC)cc1
0.11,0.06,-31,COc1ccc2[nH]c(=O)c(CN(C(=O)COc3ccccc3)C(C)C)cc2c1
0.06,0.43,-23,O=c1c(Cc2ccc(F)cc2)c(O)ccn1Cc1cccc(Cl)c1
0.74,0.08,26,COc1ccc(NC(=O)COc2ccc(/C=N/NC(=O)c3cccnc3)cc2OC)cc1
x,x,-64,O=C(/C=C/c1ccco1)OCc1nnc(-c2ccccc2)o1
-0.78,0,9,Cn1c(N2CCCCC2)nc2c1c(=O)n(Cc1cccc(Br)c1)c(=O)n2C
x,x,0,COc1cc(C(=O)Nc2ccc3oc(-c4cccnc4)nc3c2)cc(OC)c1OC
-0.12&0.87,-0.65&-0.05,-5,COc1ccc(S(=O)(=O)Nc2nc3n(n2)C(c2ccc(Cl)cc2)CC(=O)N3)cc1 (configuration not stated)
x,x,27,O=C(COC(=O)C1CC(=O)N(Cc2ccccc2)C1)c1ccc(F)cc1 (configuration not stated)

# Continuation.
sdo1 growth,sdo1 growth Rescue 24 h,Insulin prom inh,Structure
-0.17,-0.65,30,CCOC(=O)N1CCN(C(=O)CSc2cc(C)nc3c(-c4ccccc4OC)c(C)nn23)CC1
0.01,0.66,0,CCC(=O)NC(=S)Nc1ccc(NC(=O)CC)cc1
-1.9,-1.5,x,Cc1ccc(CN2CCN(/N=C/c3cc(Br)cc(Br)c3O)CC2)c(C)c1
0.5,-0.12,-32,CC(=O)Nc1ccc(NS(C)(=O)=O)cc1
-0.39,-0.06,20,C#CCOCCOCCOCCNc1nc(N2CCN(C(=O)Cn3cc(CCCCN)nn3)CC2)nc(N2CCN(C(=O)[C@H](C(C)C)n3cc(CCO)nn3)CC2)n1
-0.41,1.3,27,COc1ccc(C(=O)NC(=S)NC(C)(C)C)cc1Br
x,x,-7,COC(=O)CN(c1ccc(Cl)cc1C)S(C)(=O)=O
x,x,-4,CN=CC1=C(O)C(C(=O)OC)C(C)(C)CC1=O (configuration not stated)
-1.4,-1.2,-38,CC1=NN(/C(=N\c2nnc(C)s2)Nc2ccccc2)[C@H](c2ccc(C)cc2)S1
-0.01,2,24,CCN(C(=O)c1c(-c2ccccc2)noc1C)c1ccccc1
-1.4,-0.03,17,COc1ccc(S(=O)(=O)N(CCCN2CCOCC2)Cc2cccc3ccccc23)cc1
x,x,25,CC1CN(S(=O)(=O)c2cccc(C(=O)Nc3ccc(S(=O)(=O)Nc4ncccn4)cc3)c2)CC(C)O1 (configuration not stated)
-0.79,-0.49,-230,O=C(Nc1ccc(F)cc1)c1cccc2c1C(=O)N(Cc1ccccn1)C2
x,x,-38,Cc1cc(NC(=O)CCC(=O)N(CC(=O)NC2CCCC2)c2cccc(C)c2C)no1
-0.07,-0.38,6,CCOC(=O)c1c(C)n(-c2ccc(C)cc2)c2c(C(C(C)=O)C(=O)O)c(Br)c(O)c(O)c12 (configuration not stated)
-1.9,-1.6,43,Cc1ccc2[nH]c(O)c(N=NC(=O)CCc3ccccc3)c2c1Br
0.03,-0.35,31,CC(=O)N(CCCCl)C(C#N)c1ccccc1 (configuration not stated)
0.94,0.13,31,Cn1c(SCC(=O)c2ccccc2)nnc1-c1ccco1
-2.2,-1.3,-7,CN1CCc2nc(SCc3ccc(C(C)(C)C)cc3)c(C#N)cc2C1
-0.23,1.3,x,COc1ccc(N2CCN(Cc3cc(=O)oc4cc(C)c(Cl)cc34)CC2)cc1
x,x,43,Cc1nc(N2CCc3ccccc32)[nH]c(=O)c1CCC(C)C
-0.56,-0.15,x,O=C(OCC1CC(c2ccccc2)=NO1)c1ccc(Br)cc1 (configuration not stated)
x,x,-22,O=C(Nc1ccc(Br)cc1)c1cccnc1N1CCOCC1
-2.6,-1.9,26,COc1ccc(C(=O)Oc2ccc(/C=N/O)cc2)cc1
0.95,0.78,26,N#CC1(C#N)C(C(N)=O)C1c1ccccc1 (configuration not stated)
x,x,-13,CCOc1ccccc1CN1CCN(CCCn2cccn2)CC1CCO (configuration not stated)
1.2,1.1,-13,COc1cc(/C=N/NC(=O)c2ccc(=O)[nH]n2)ccc1O
x,x,11,Cc1ccc(-n2ncc3c(=O)n(CC(=O)N4CCN(c5ccccc5)CC4)cnc32)cc1
x,x,-43,Cc1ccc(C)c2[nH]c(=O)c(CCNC(=O)c3ccc(Br)o3)cc12
-0.85,-0.69,35,O=c1c2c3c(sc2nc2sc(CN4CCOCC4)cn12)CCCC3

# (listing goes on)
sdo1 growth,sdo1 growth Rescue 24 h,Insulin prom inh,Structure
1.4,1.4,-15,Cc1nc2ncnn2c(C)c1CCC(=O)NCc1ccco1
-1,-0.64,-10,CC1(C)CC(=O)C2=C(C1)OC(N)=C(C#N)C2c1cn(-c2ccccc2)nc1-c1ccccc1 (configuration not stated)
-0.2,-0.99,9,C/C(=N\NC(=O)c1cccc(Cl)c1)c1cccc(NC(=O)c2ccco2)c1
x,x,-78,CCc1nnc(NC(=O)CSc2nnc(Cc3cc(=O)[nH]c(=O)[nH]3)n2-c2cccc(OC)c2)s1
0.06,-0.84,x,COc1ccc(C(=O)COC(=O)CN2C(=O)C3C4C=CC(C4)C3C2=O)cc1 (configuration not stated)
-0.4,-0.58,24,COc1cccc(C(=O)NC(=S)NCc2ccco2)c1
-1.2,-1,-30,O=c1c2ccccc2c(-c2ccccc2)nn1-c1ccc(Cl)c(Cl)c1
x,x,14,COc1ccc(OC)c(/C=N/NC(=O)CCc2n[nH]c(=O)[nH]c2=O)c1
-1.8,-0.91,x,Cc1ccc(-c2nnc(-c3ccc(NC(=O)c4cccs4)cc3)o2)cc1
-0.52,-0.72,36,O=C(Nc1nc2ccccc2[nH]1)c1ccccc1F
-0.36,-0.4,-80,Cc1nc2ccccc2n1CC(=O)NCCN1CCCC1
-0.11,0.24,-21,CCSc1nc(C(F)(F)F)cc(=O)n1-c1ccccc1
-0.04,0.42,x,CCc1ccc(Cn2nnc(C(=O)Nc3cccc(C)c3)c2N)cc1
0.43,0.81,9,COC(=O)c1sccc1-n1cccc1C(=O)NCc1ccccc1
x,x,43,COc1ccccc1CNC(=O)c1cccc(NC(=O)c2ccccc2)c1
-0.43,-1.1,-7,Cc1ccc(-c2nnn(CCC(=O)Nc3ccc4c(c3)OCO4)n2)cc1

# Whole records from above.
# `COc1ccc(OC)c(/C=N/NC(=O)CCc2n[nH]c(=O)[nH]c2=O)c1` in the list: sdo1 growth = x; sdo1 growth Rescue 24 h = x; Insulin prom inh = 14
# `COc1ccc(C(=O)COC(=O)CN2C(=O)C3C4C=CC(C4)C3C2=O)cc1` (configuration not stated) in the list: sdo1 growth = 0.06; sdo1 growth Rescue 24 h = -0.84; Insulin prom inh = x
# `Cc1nc2ccccc2n1CC(=O)NCCN1CCCC1` in the list: sdo1 growth = -0.36; sdo1 growth Rescue 24 h = -0.4; Insulin prom inh = -80

# A portion of the library; count on the stated rates, not on these rows.
